Compound activity as filed in PubChem BioAssay.
ELG1 DNA repair – inhibitors of ELG1-dependent DNA repair in HEK293T cells; HEK293T ELG1-luciferase reporter, luminescence, 16 h; DNA damage induced by 5-fluorouridine; Potency, µM (highest dose often 46.1 µM), for inactives: top-dose activity change, negative = inhibition, usual class: inhibitors; 330,000 compounds, 2.3% hits; AID 504467; also: potency is read from the fitted curve at half-maximal effect; % is scaled to controls: 0 for no effect and ±100 for the full control effect; nearly all actives have a fitted effect of over 55% in size
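Luminescence from the luciferase reporter, measured 30 min after ONE-Glo reagent at room temperature, was the read-out. Beforehand, 2,000 cells per well were exposed for 16 hr at 37 °C to 5-fluorouridine together with compound or vehicle.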
B2AR arrestin – recruits beta-arrestin to the human beta2-adrenergic receptor; 330,000 compounds, 0.02% hits; AID 492947; beta-arrestin recruitment to beta2AR, cell-based reporter; Potency, µM (titrated, usually from 46.1 µM), inactives show top-dose activation, hits mostly activators;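 also: potency is read from the fitted curve at half-maximal effect; 0% = DMSO controls and full agonism = EC100 isoproterenol or metaproterenol; nearly all actives have a fitted effect of over 65% in size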
TRPV1 agonist – agonists of human vanilloid receptor 1 (TRPV1) | Q8NER1 | TRPV1-expressing cells, Fluo-8 calcium influx, agonist mode | activation, % at 8.33 µM | 320,000 compounds, 0.19% hits; in the data active = activation above about 80%; inconclusive = between about 30% and that limit; also: 0% is about no effect
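Cells expressing TRPV1 were dye-loaded with Fluo-8 and read kinetically: 10 s baseline, 3 min after compound (agonist portion), then 2 min after EC20 capsaicin (allosteric enhancer portion). Calcium-bound dye fluorescence at 480/520 nm.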
BRCA1 expr up – activators of BRCA1 expression | MCF7-BRCA1-FFLuc reporter, luminescence, 48 h; response scale: scaled: vehicle 0%, 10 µM genistein 100% | 380,000 compounds, 1.1% hits | Potency, µM (highest dose often 46.1 µM), for the others: top-dose activation, most hits filed as activators; also: potency is read from the fitted curve at half-maximal effect; nearly all actives have a fitted effect of over 80% in size; some results filed as inactive show a strong effect at the top dose
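MCF7-BRCA1-FFLuc cells, 2000/well in phenol-red-free MEM, attached 2 h then treated 48 h at 37 C. Luciferase luminescence read 15 min after reagent; normalized to genistein maximum activation (10microM) and DMSO, concentration-response fitted.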
CXXC DNA block – MLL CXXC-DNA interaction inhibition | Q03164 | MLL-CXXC / FITC-HOXA9 DNA fluorescence polarization | Potency, µM (highest dose often 115 µM), without a hit: at the top dose activity change, negative = inhibition, most hits filed as inhibitors | 290,000 compounds, 0.037% hits; active = well fitted inhibition curve with a large enough effect in the polarisation, with a control signal flat, not every such curve was filed as active; inconclusive = small, poorly fitted or top-dose-only effect, or effect the other way, or a change in a side signal; inactive = no such curve, though single readings can be large or run the other way; the % refers to the polarisation; also: potency is read from the fitted curve at half-maximal effect
Target sequence (Q03164 whole entry, looked up): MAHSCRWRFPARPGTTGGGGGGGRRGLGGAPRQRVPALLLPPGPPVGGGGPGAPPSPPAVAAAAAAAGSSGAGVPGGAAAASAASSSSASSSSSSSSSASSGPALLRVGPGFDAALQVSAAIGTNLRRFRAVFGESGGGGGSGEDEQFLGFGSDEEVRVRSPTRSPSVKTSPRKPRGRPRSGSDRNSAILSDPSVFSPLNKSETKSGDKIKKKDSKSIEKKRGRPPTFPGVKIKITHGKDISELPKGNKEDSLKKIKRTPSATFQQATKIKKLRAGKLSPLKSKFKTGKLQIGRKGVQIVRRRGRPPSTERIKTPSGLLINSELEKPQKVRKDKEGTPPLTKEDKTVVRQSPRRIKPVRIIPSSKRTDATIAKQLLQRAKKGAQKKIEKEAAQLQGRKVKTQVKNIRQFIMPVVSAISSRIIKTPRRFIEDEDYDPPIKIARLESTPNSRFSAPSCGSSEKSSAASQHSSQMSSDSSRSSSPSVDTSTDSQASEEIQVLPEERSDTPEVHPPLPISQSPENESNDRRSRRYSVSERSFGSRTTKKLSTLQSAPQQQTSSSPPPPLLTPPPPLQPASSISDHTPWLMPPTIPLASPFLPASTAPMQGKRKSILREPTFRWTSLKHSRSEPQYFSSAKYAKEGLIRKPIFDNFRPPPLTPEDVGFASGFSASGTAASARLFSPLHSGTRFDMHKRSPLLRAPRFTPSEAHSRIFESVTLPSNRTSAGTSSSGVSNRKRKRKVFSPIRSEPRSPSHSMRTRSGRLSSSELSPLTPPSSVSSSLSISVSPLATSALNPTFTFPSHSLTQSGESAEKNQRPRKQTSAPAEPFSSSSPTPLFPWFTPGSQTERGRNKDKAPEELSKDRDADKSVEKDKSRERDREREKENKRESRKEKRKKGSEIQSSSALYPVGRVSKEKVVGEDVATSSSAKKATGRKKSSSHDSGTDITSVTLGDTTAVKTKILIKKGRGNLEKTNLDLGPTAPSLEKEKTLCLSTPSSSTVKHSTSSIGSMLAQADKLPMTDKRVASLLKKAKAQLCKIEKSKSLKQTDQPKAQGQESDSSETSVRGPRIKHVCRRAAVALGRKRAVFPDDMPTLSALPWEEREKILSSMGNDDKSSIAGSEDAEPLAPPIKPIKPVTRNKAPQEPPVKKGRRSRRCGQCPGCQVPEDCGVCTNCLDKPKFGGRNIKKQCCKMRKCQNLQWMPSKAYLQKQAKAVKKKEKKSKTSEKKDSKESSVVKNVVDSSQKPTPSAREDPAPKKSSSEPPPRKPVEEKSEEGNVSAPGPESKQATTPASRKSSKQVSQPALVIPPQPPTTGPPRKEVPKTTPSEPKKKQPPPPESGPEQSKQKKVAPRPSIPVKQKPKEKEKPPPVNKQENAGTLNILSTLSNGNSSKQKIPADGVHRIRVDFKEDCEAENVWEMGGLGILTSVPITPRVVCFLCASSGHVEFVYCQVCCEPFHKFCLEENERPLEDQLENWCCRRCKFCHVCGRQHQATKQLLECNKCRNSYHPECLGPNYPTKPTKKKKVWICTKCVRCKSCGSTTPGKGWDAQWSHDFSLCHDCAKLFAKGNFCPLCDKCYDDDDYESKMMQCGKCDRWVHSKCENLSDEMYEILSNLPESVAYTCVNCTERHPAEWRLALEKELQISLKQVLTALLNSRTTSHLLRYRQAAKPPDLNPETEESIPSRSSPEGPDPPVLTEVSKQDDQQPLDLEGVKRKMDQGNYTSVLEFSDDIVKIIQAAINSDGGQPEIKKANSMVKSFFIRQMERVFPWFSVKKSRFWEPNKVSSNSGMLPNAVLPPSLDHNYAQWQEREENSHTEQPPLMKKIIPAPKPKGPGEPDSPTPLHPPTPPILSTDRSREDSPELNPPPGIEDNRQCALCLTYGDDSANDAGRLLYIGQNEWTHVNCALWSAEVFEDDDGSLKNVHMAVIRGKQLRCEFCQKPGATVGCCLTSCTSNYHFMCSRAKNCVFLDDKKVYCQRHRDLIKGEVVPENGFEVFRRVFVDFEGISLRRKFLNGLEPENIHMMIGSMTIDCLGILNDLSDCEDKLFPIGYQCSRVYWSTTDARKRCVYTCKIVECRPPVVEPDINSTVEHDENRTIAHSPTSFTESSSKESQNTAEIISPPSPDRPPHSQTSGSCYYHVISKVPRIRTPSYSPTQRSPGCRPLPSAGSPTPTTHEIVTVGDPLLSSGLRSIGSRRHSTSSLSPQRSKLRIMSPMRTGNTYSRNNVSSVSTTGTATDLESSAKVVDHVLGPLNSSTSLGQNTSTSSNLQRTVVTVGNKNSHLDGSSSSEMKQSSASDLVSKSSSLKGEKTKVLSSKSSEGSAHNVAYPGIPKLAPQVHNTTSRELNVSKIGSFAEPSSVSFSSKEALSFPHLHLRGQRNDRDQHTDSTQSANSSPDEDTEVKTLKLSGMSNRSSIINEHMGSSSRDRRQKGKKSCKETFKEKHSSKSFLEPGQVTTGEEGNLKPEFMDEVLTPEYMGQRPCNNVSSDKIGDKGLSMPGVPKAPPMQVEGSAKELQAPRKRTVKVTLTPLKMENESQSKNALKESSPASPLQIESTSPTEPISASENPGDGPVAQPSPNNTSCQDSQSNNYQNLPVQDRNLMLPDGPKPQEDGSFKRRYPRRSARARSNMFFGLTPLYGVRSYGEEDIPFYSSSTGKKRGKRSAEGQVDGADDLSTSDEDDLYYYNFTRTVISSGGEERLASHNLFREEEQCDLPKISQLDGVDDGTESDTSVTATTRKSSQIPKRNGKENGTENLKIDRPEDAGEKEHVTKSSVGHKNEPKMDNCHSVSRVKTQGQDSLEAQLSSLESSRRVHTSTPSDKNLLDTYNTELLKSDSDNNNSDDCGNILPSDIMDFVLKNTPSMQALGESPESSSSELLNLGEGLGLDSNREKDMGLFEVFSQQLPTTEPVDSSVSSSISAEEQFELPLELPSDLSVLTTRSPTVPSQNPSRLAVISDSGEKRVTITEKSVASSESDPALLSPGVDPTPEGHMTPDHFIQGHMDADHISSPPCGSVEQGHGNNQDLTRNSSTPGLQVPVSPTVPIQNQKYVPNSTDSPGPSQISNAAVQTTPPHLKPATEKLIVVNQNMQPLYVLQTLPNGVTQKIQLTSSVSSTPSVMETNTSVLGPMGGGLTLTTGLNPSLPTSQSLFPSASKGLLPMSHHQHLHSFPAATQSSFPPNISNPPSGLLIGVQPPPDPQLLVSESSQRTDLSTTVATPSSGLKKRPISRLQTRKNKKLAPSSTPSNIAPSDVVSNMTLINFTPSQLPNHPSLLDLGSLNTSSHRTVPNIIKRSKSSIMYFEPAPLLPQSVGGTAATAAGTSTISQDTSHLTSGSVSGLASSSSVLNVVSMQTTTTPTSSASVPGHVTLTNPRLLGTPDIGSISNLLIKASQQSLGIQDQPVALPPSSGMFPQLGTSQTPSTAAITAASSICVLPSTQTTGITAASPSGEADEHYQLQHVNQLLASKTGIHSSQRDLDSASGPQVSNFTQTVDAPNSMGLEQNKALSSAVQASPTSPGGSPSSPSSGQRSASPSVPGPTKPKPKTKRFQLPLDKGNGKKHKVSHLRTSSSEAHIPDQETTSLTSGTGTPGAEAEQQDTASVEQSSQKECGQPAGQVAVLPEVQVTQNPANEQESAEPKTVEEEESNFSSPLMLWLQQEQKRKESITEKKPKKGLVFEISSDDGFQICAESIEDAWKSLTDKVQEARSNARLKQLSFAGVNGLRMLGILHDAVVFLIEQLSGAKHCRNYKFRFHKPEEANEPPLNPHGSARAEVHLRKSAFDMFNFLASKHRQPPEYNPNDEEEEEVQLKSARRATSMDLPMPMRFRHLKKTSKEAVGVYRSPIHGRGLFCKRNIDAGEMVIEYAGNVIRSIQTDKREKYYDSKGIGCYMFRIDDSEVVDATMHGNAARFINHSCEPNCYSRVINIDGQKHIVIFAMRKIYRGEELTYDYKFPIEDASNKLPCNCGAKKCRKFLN
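Purified MLL-CXXC (added from a 7 uM solution) was preincubated 5 min at ambient with pinned compounds in 50 mM Tris-HCl pH 7.5, 50 mM NaCl, 1 mM DTT, 0.05% BSA. Fluorescein-labeled HOX-A9 DNA (50 nM solution) followed, 30 min, then polarization read.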
Integrin act MD – integrin-mediated muscular dystrophy alleviation activation; 350,000 compounds, 0.064% hits; alpha7betagal myoblasts, beta-gal FDG fluorescence, 48 h; Potency, µM (highest dose often 38.3 µM), for inactives: at the highest dose activation, most hits filed as activators;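 also: potency is read from the fitted curve at half-maximal effect; 100% = response of the positive control SU9516; nearly all actives have a fitted effect of over 60% in size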
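Alpha7betagal+/- myoblasts (passage 13) were plated 16-24 hr, then exposed to compounds (1:260 dilution of DMSO stock) for 48 hours at 37C. After MPER lysis, β-galactosidase reporter activity was read as FDG fluorescence (ex 480/em 540) after 30 minutes.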
A-T KAP1 phos – candidate therapy for ataxia-telangiectasia; 320,000 compounds, 0.19% hits; […] A-T fibroblasts, KAP-1 phosphorylation AlphaLISA; neocarzinostatin DNA damage 30 min before lysis; Potency, µM (series often up to 57.5 µM), for the others: at the top dose activation, usual class: activators; also: potency is read from the fitted curve at half-maximal effect; % of control where 0% means no effect; nearly all actives have a fitted effect of over 45% in size
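hTERT-immortalized A-T patient fibroblasts ([…]), 500 cells/well in OPTI-MEM, 1% FBS, got compounds for 60 min, then NCS for 30 min at 37C. Lysates were then assayed for phospho-KAP-1 by AlphaLISA (anti-pKAP1 donor, anti-KAP1 acceptor beads), 6 hr at 25C.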
TSG101-PTAP inh – blocks PTAP/TSG101 interaction to inhibit HIV-1 budding | 340,000 tested, under 10 active | Potency, µM (titrated, usually from 115 µM), for the others: at the highest dose activity change, negative = inhibition, actives largely listed as inhibitors | AID 493005 | Fluorescence polarization, FITC-PTAP peptide / Tsg101 binding; active = well fitted inhibition curve with a large enough effect in the main read-out, with a control signal flat, not every such curve was filed as active; inconclusive = small, poorly fitted or top-dose-only effect, or effect the other way, or a change in a side signal; inactive = no such curve, though single readings can be large or run the other way; also: potency is read from the fitted curve at half-maximal effect; % of control where 0% means no effect
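Fluorescence anisotropy tracks displacement of a FITC-tagged PTAP peptide (50 nM) from the Tsg101 binding domain (10 uM), following a 20 min room-temperature incubation at pH 7.5.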
TCR act – activators of T cell receptors; Potency, µM (highest dose often 9.22 µM), for the others: top-dose activation of IL-2 secretion, actives largely listed as activators; primary human leukocytes, anti-CD3, IL-2 HTRF, 48 h; 330,000 tested, under 10 active; also: % of control where 0% means no effect
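Compounds are tested in HTS on primary human leukocytes co-incubated with a-CD3 beads for 48 hr. IL-2 output is measured by time-resolved FRET.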
p53 reactivation – restores transcriptional activity of mutant p53; 320,000 compounds, 0.063% hits; Potency, µM (highest dose often 92.2 µM), for the others: top-dose activity change, positive = activation, hits mostly activators; H1299 p53-A138V BP100-luciferase reporter, luminescence, 24 h; also: potency is read from the fitted curve at half-maximal effect; % of control where 0% means no effect; nearly all actives have a fitted effect of over 45% in size
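H1299 (p53-null), stable ts p53-A138V + BP100-Luc; 1000 cells/well, Opti-MEM/10% FBS; cpd 4 pt, 1:5; 24 h, 37 deg C, 5% CO2; detection reagent 10 min RT; luminescence.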
Starred values were filed as active, the others as inactive; ? = inconclusive; nt = no result given; & = joins results of further samples; [ ] = dose if it differs, or a comment. Unless noted, calls follow the shape of the dose curve; as a rule, active = well fitted curve in the direction sought with a large enough effect; inconclusive = small, poorly fitted or top-dose-only effect, or another doubt; inactive = no such curve, though single readings can be large; an effect the other way counts as inactive or inconclusive.

item	SMILES	TCR act	TRPV1 agonist	TSG101-PTAP inh	CXXC DNA block	ELG1 DNA repair	B2AR arrestin	Integrin act MD	A-T KAP1 phos	BRCA1 expr up	p53 reactivation
1	N#Cc1nc(-c2ccco2)oc1N1CCN(Cc2ccccc2)CC1	-55%	?	-1%	-10%	0%	-0.7%	-15%	4%	8%	3%
2	COc1ccc(C(=O)Nc2cccc3cccnc23)cc1OC	-1%	19	4%	1%	?	0.3%	18%	nt	11%	-3%
3	Cc1ccc(Nc2nnc(-c3ccccc3N)o2)cc1C	3%	0	-2%	4%	?	-1.1%	3%	39%	76%	12%
4	CCCCOC(=O)CCN1C(=O)/C(=C2\SC(=S)N(CCC(=O)OCCCC)C2=O)SC1=S	-7%[46.1 µM]	6	-3%	9%	-3%	5.7%	-6%	-8%	1%	-10%
5	CCOc1ccccc1-c1cc(C(=O)N/N=C/c2ccc(O)c(OC)c2)c2ccccc2n1	-1%[46.1 µM]	-8	-5%	13%	-10%	2.3%	7%	-12%	-32%	-17%
6	CCc1ccccc1OCC(=O)Nc1ccc(S(N)(=O)=O)cc1	-4%	?	-4%	2%	-3%	0.1%	28%	5%	-4%	-8%
7	Cc1cccc(C)c1NC(=O)CN1C(=O)NC(C)(C2CC2)C1=O (centres undefined)	-5%	nt	-1%	nt	2%	0.2%	-14%	-5%	-5%	-1%
8	Cc1noc(C)c1COc1ccccc1C(=O)NNC(=O)c1ccc(F)cc1	nt	?	-3%	nt	3%	0.0%	3%	-14%	-22%	-3%

Next part
item	SMILES	TCR act	TRPV1 agonist	TSG101-PTAP inh	CXXC DNA block	ELG1 DNA repair	B2AR arrestin	Integrin act MD	A-T KAP1 phos	BRCA1 expr up	p53 reactivation
9	O=C(c1cc2c(s1)CCCC2)N1CCN(C(=O)C2CCCO2)CC1 (centres undefined)	0%	-2	2%	1%	1%	-0.3%	8%	-1%	11%	1%
10	COC(=O)c1ccccc1NC(=O)N1CCN(S(C)(=O)=O)CC1	-4%	5	-7%	6%	0%	-0.2%	0%	6%	0%	-3%
11	Cc1cccc(N2CCN(S(=O)(=O)c3c(C)[nH]c(C)c3C(=O)N3CCCC3)CC2)c1C	-9%	15	1%	-14%	4%	-0.5%	26%	-6%	-1%	-16%
12	CCCCn1c(/C=C/c2ccco2)nc2ccccc21	1%[46.1 µM]	1	0%	-7%	?	2.2%	-9%	6%	-49%	?
13	O=C(Nc1ncc2c(n1)-c1ccccc1OC2)c1ccc(F)cc1	3%	?	-1%	2%	?	-0.3%	4%	1%	-43%	-1%
14	CCN(CC(=O)Nc1ccc2c(c1)OCCO2)C(=O)CCc1ccc(OC)cc1	-4%	-2	-5%	nt	-4%	0.0%	-7%	4%	-13%	6%
15	Cc1cc2ccccn2c1C(=O)c1ccc(Cl)c([N+](=O)[O-])c1	1%	6	-4%	9%	-10%	-0.3%	-20%	-10%	-27%	-4%
16	Cc1cnc(C)c(N2CCC(C(=O)NCc3cccs3)CC2)n1	-1%	7	4%	-1%	3%	2.0%	-10%	1%	2%	-4%

The results go on.
item	SMILES	TCR act	TRPV1 agonist	TSG101-PTAP inh	CXXC DNA block	ELG1 DNA repair	B2AR arrestin	Integrin act MD	A-T KAP1 phos	BRCA1 expr up	p53 reactivation
17	Cn1nnnc1SCC(=O)c1cccs1	0%	-1	-4%	9%	10%	-0.6%	16%	1%	9%	21%
18	c1ccc(CN2CCN(c3nc(-c4ccccn4)nc4ccccc34)CC2)cc1	2%	27	-6%	4%	8.2µM*	0.2%	1%	5%	0%	0%
19	COc1cccc(-c2noc(-c3ccc4c(c3)OCO4)n2)c1	-16%	8	1%	7%	?	-0.1%	-23%	6%	?	?
20	O=C1CCNc2ccc(-c3ccccc3)cc21	3%	19	?	?	?	3.0%	6%	21%	67%	17%
21	COc1cccc(-c2cc(=O)[nH][nH]2)c1	4%	-7	-5%	4%	?	0.2%	9%	-3%	-2%	-14%
22	NC(N)=NC(=O)c1nc(Cl)c(N2CCCCCC2)nc1N	5%	0	-4%	5%	?	-0.1%	nt	8%	0%&-17%	20%
23	O=C(CN(Cc1cccs1)S(=O)(=O)c1ccc(S(=O)(=O)NC2CCCCC2)cc1)Nc1ccccc1	-3%[46.1 µM]	-1	-1%	14%	?	-0.9%	-27%	5%	-91%	9%
24	Cc1ccccc1NC(=O)CSc1nc(=O)n(CCN2CCOCC2)c2c1CCCC2	3%	-2	-1%	nt	12%	-0.5%	-4%	-2%	-12%	1%

More structures:
item	SMILES	TCR act	TRPV1 agonist	TSG101-PTAP inh	CXXC DNA block	ELG1 DNA repair	B2AR arrestin	Integrin act MD	A-T KAP1 phos	BRCA1 expr up	p53 reactivation
25	Cc1ccc(C(=O)Nc2ccc(N3CCOCC3)cc2)cc1S(=O)(=O)N1CCCCC1	7%	-1	-3%	nt	11%	0.1%	-20%	-2%	-4%	10%
26	Cc1cc(N2CCOCC2)ccc1/C=C1\NC(=O)N(Cc2ccccc2)C1=O	1%	8	-9%	?	?	-0.1%	-8%	5%	-35%	-1%
27	O=c1[nH][nH]c(=O)c(Cl)c1Cl	1%	nt	2%	nt	nt	nt	-6%	nt	0%	nt
28	C/C(=N/NC(=O)CN1CCN(Cc2ccccc2Cl)CC1)c1ccncc1	-8%[46.1 µM]	1	-5%	-3%	-6%	0.4%	-8%	3%	2%	-12%
29	COc1ccc(C(CNC(=O)c2ccc(S(=O)(=O)N3CCCC3)cc2)N(C)C)cc1OC (centres undefined)	-5%	1	0%	-1%	3%	0.0%	14%	1%	-5%	1%
30	COc1ccccc1N1CC(C(=O)NCC2COc3ccccc3O2)CC1=O (centres undefined)	1%	nt	2%	nt	-5%	0.0%	-7%	6%	-31%	-4%
31	O=C(NCCC1=CCCCC1)c1cnccn1	-5%	?	-1%	6%	?	-0.1%	-6%	5%	?	?
32	CCCCNC(=O)c1cccc2c(=O)c(C)c(-c3ccccc3)oc12	-12%[46.1 µM]	22	-4%	-2%	?	0.2%	11%	1%	-13%	-4%

A portion from the list above, for reference:
item	SMILES	TCR act	TRPV1 agonist	TSG101-PTAP inh	CXXC DNA block	ELG1 DNA repair	B2AR arrestin	Integrin act MD	A-T KAP1 phos	BRCA1 expr up	p53 reactivation
26	Cc1cc(N2CCOCC2)ccc1/C=C1\NC(=O)N(Cc2ccccc2)C1=O	1%	8	-9%	?	?	-0.1%	-8%	5%	-35%	-1%
27	O=c1[nH][nH]c(=O)c(Cl)c1Cl	1%	nt	2%	nt	nt	nt	-6%	nt	0%	nt
28	C/C(=N/NC(=O)CN1CCN(Cc2ccccc2Cl)CC1)c1ccncc1	-8%[46.1 µM]	1	-5%	-3%	-6%	0.4%	-8%	3%	2%	-12%
29	COc1ccc(C(CNC(=O)c2ccc(S(=O)(=O)N3CCCC3)cc2)N(C)C)cc1OC (centres undefined)	-5%	1	0%	-1%	3%	0.0%	14%	1%	-5%	1%
30	COc1ccccc1N1CC(C(=O)NCC2COc3ccccc3O2)CC1=O (centres undefined)	1%	nt	2%	nt	-5%	0.0%	-7%	6%	-31%	-4%
31	O=C(NCCC1=CCCCC1)c1cnccn1	-5%	?	-1%	6%	?	-0.1%	-6%	5%	?	?
32	CCCCNC(=O)c1cccc2c(=O)c(C)c(-c3ccccc3)oc12	-12%[46.1 µM]	22	-4%	-2%	?	0.2%	11%	1%	-13%	-4%

Going on with the list:
item	SMILES	TCR act	TRPV1 agonist	TSG101-PTAP inh	CXXC DNA block	ELG1 DNA repair	B2AR arrestin	Integrin act MD	A-T KAP1 phos	BRCA1 expr up	p53 reactivation
33	CC(C)CN(CCCNC(=O)CN1C(=O)COc2ccc(S(=O)(=O)N3CCCC3)cc21)CC(C)C	-2%	-1	-11%	-1%	9%	-0.3%	-4%	6%	-9%	1%
34	COc1ccc(NC(=O)C2CCCCN2N)cc1OC (centres undefined)	2%[46.1 µM]	1	0%	-2%	5%	-0.5%	20%	nt	35%	2%
35	Cc1nc2cc(-n3ccc(=O)cc3)ccc2n1-c1ccccc1	-1%	-1	-13%	6%	?	-0.3%	6%	-8%	-28%	2%
36	O=c1n(-c2cccc(Cl)c2)c(=O)n2n1CCC2	10%	-2	-6%	1%	5%	-0.6%	37%	6%	8%	-2%
37	O=C(C[n+]1cc(Br)cc2ccccc21)c1ccccc1	4%	0	13%	-4%	-18%	-0.5%	-18%	10%	-43%	-58%[inhibitor]
38	CCOc1cc(C)c(Cl)cc1S(=O)(=O)N1CCCC1	-3%	-6	-9%	0%	23%	-0.2%	-2%	10%	-16%	1%
39	COc1ccc(NC(=O)c2noc3c2CCC3)cc1	4%	?	-5%	2%	?	0.1%	7%	7%	-21%	?
40	CCCc1nc2ccccc2c(C(=O)OC(C)C(=O)NCc2ccc3c(c2)OCO3)c1CC (centres undefined)	-16%[46.1 µM]	4	-6%	2%	21µM*	0.2%	2%	-3%	-46%	-2%

The order is random; overall some 3.8% were active at least once.
